Apaf1 inhib – human Apaf-1 inhibition. reconstituted apoptosome caspase-3 activity, DEVD-Rh110 fluorescence. inhibition, % at 20 µM. 330,000 tested, 0.71% active. AID 489030; active = inhibition of at least 40% at 20 µM;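 also: plate controls were DMSO wells for no effect and DEVD-CHO caspase inhibitor wells for full effect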
Target sequence (O14727 whole entry, looked up): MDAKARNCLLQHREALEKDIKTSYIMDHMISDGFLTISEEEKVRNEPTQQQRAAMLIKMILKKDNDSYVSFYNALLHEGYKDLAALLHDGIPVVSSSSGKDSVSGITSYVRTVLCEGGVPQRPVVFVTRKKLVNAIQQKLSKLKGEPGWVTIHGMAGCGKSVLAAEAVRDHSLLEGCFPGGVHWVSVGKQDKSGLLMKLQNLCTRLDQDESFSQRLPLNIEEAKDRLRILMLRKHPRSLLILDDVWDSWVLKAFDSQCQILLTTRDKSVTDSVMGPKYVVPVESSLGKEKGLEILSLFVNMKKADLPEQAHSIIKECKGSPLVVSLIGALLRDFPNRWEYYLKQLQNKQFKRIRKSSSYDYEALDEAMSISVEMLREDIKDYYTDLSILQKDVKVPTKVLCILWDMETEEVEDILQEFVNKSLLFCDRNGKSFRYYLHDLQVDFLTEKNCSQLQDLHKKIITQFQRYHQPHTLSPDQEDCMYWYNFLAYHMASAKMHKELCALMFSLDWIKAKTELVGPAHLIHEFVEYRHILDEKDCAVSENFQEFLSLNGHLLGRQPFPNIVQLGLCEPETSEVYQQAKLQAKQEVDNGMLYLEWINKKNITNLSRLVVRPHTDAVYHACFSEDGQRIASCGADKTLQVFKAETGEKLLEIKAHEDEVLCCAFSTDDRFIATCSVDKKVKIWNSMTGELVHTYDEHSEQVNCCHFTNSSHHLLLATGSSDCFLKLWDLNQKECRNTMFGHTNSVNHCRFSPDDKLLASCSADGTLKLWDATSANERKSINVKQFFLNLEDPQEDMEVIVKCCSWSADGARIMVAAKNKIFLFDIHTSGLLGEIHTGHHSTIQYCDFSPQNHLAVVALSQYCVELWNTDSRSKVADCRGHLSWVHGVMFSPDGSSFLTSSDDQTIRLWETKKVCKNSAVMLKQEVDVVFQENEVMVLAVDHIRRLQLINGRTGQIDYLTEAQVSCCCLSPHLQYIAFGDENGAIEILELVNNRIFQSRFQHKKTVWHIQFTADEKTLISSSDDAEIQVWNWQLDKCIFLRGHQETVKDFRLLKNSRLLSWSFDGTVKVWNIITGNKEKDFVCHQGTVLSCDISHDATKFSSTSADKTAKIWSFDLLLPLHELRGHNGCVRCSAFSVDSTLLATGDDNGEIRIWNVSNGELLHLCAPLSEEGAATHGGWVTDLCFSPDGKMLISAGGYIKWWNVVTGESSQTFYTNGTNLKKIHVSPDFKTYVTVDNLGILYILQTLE
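Material: cell-free apoptosome with Apaf-1, procaspase-3 and caspase-9; Buffer or medium: Hepes pH 7.5 with detergent and BSA; Reagent: cytochrome c trigger plus (Z-DEVD)2-Rh110 caspase-3 substrate; Times: compound with Apaf-1, dATP, procaspase-3 30 min, then 50 min reaction, room temperature; Technique: Rh110 fluorescence intensity.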
Jurkat NFkB inh – lowers PMA/ionomycin-induced NF-kB signal in Jurkat cells; PMA/ionomycin-induced NF-kB luciferase reporter, luminescence; inhibition, % at 4 µM; 330,000 tested, 0.53% active; AID 435003
EBI2 antag – blocks human EBI2 receptor beta-arrestin signaling; AID 651636; P32249; inhibition, % at 5 µM; 360,000 tested, 0.81% active; EBI2 beta-arrestin recruitment, luminescence, 7a,25-OHC stimulated; in the data active = inhibition above about 38%;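 also: enzyme fragment complementation signal reports receptor beta-arrestin coupling in cells; 0% = agonist plus DMSO wells and 100% = wells without agonist; some results beyond the cut were filed as inactive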
Gli-Sufu block – Gli-Sufu pathway antagonism. Sufu-KO-LIGHT fibroblasts, Gli luciferase reporter luminescence. inhibition, % at 5 µM. 340,000 tested, 0.74% active;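 active = inhibition above about 55%, limit read from the data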;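 also: 0% = DMSO-treated cells and 100% = wells with medium but no cells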
697 NFkB inh – lowers PMA/ionomycin-induced NF-kB signal in 697 B cells | 697 B-cell NF-kB luciferase reporter, 16 h | AID 435022 | inhibition, % at 4 µM | 330,000 tested, 0.33% active; in the data active = inhibition above about 35%
UBC13 polyUb – human UBC13 polyubiquitination inhibition | UBC13 polyubiquitin chain formation, TR-FRET | AID 485273 | 330,000 tested, 0.47% active | inhibition, % at 20 µM | P61088; in the data active = inhibition above about 45%, passing the limit was not always enough
SENP8 inh – blocks the human protease SENP8 | purified SENP8, Z-RLRGG-aminoluciferin cleavage, luminescence | inhibition, % at 10 µM | 330,000 tested, 1.2% active | AID 2540
CCR6 antagonist – blocks CCL20-driven beta-arrestin recruitment at human CCR6. inhibition, % at 20 µM. 340,000 tested, 0.49% active. P51684. AID 493098. CHO-K1 CCR6 PathHunter beta-arrestin, luminescence, CCL20-stimulated;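 active = compounds whose inhibition of the agonist-driven luminescence signal at 20 µM reaches about 50%, limit read from the data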;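 also: cells stimulated with CCL20 at 14 nM final; plate controls were DMSO with CCL20 for no effect and DMSO without agonist for full effect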
* marks the source's active call; other numbers are inactive results; · = not tested or not shown. Rule as the data show it, unless noted: active = inhibition above about 50%; inactive = the rest.

SMILES	Apaf1 inhib	Jurkat NFkB inh	EBI2 antag	Gli-Sufu block	697 NFkB inh	UBC13 polyUb	SENP8 inh	CCR6 antagonist
COC(=O)[C@@]1(Cc2ccc(F)cc2)[C@H]2c3cc(C(=O)N4CCCC4)n(CCc4ccccn4)c3C[C@H]2CN1C(=O)c1ccccc1	8	10	·	0	-12	-2	3	11
COc1ccccc1CNC(=O)C(CC(C)C)NS(=O)(=O)c1ccc2c(c1)oc(=O)n2C (stereo unspecified)	13	-9	-3	11	5	-4	-11	-17
COC(=O)C(Cc1ccccc1)NC(=O)CCNC(=O)c1ccc(Br)cc1 (stereo unspecified)	-5	-9	-2	-19	-4	-6	-4	1
N=c1n(CC(=O)c2ccc(Br)cc2)c2ccccc2n1Cc1ccccc1	53*	2	31	28	-13	57*	-1	11
Cc1nn(-c2cc(C)c3ccccc3n2)c2c1C1C(C2)C1(C)C (stereo unspecified)	2	-5	17	-9	-7	-10	-4	27
COC(=O)CC1COc2ccccc2N1C(=O)c1ccc(OC)cc1 (stereo unspecified)	-6	1	7	-9	2	4	1	-18
Cc1sc(NC(=O)CN2CCCC2)nc1-c1ccc2c(c1)CCN2C(=O)c1ccc(F)cc1	14	-9	8	18	6	-8	0	-10
COc1ccc(C(C(=O)NC2CCCC2)N(C(=O)c2ccco2)c2cc3c(cc2C(C)=O)OCO3)cc1OC (stereo unspecified)	11	-22	2	4	-1	-10	-10	-2
CCn1c(SCC(=O)n2nc(C)cc2C)nnc1-c1ccc2c(c1)OCO2	2	0	-3	3	-5	-6	-9	-5
O=C(C1CCC1)N(CCc1ccccc1)Cc1nc2ccccc2c(=O)[nH]1	4	-14	3	2	13	9	-3	4
C[C@H](CO)N1C[C@H](C)[C@@H](CN(C)S(C)(=O)=O)Oc2c(NC(=O)C3CCCCC3)cccc2C1=O	22	-13	-4	22	-8	-5	5	4
CN1CCN(c2nc3ccccn3c(=O)c2/C=C(\C#N)S(=O)(=O)c2ccccc2)CC1	-9	2	-6	15	12	-3	-4	6
CCCN1C(=O)C(O)(C2CC(=O)CC(C)(C)O2)c2ccccc21 (stereo unspecified)	-3	-9	9	-5	-3	-2	-4	1
CCOc1ccccc1N(CC(=O)NCc1ccc(OC)cc1)S(C)(=O)=O	-8	-15	-1	-2	-7	-2	-7	7
O=C(O)c1cccc(-n2c(/C=C/c3ccccc3)nc3ccccc3c2=O)c1	12	6	8	·	5	-15	-3	9
O=C(c1cccs1)N(CC1CCCO1)c1nc(-c2ccccc2)cs1 (stereo unspecified)	8	1	34	-2	5	2	9	16
O=c1ccc2ccccc2n1Cc1cccc(F)c1	-1	-6	4	-1	-3	6	1	0
COc1cccc(CNc2cccc(C(F)(F)F)c2)c1O	2	3	7	-2	8	9	2	12
COC(=O)c1ccc(NC(=O)CCN2CCN(CCC(=O)Nc3ccc(C(=O)OC)cc3)CC2)cc1	4	50	-2	4	-16	-4	6	-17
CCOC(=O)c1c(-c2ccc(OC)cc2)oc2cc(Br)c(O)cc12	-62	-11	7	-2	-11	27	-4	2
Cc1ccc(NC(=O)CSc2nc(N)cc(N)n2)cc1S(=O)(=O)N1CCOCC1	-4	12	14	-15	0	13	-5	9
CC12CCC(=O)N1C(C(=O)NNC(=O)c1cccc(Cl)c1)CS2 (stereo unspecified)	4	5	0	-4	-11	2	-9	0
O=C(NCN1CCc2ccccc2C1)c1cnccn1	8	-2	-5	14	-6	-2	10	-4
CSc1nnc2n(C)c3c(c(=O)n12)C1(CCCC1)Cc1ccccc1-3	6	14	-13	1	11	19	-4	10
C/C=C/CSc1nc2c(c(=O)[nH]c(=O)n2C)n1C(C)C	7	-15	3	2	4	3	0	-9
Following part
SMILES	Apaf1 inhib	Jurkat NFkB inh	EBI2 antag	Gli-Sufu block	697 NFkB inh	UBC13 polyUb	SENP8 inh	CCR6 antagonist
COc1cccc(OCc2cc(C(=O)NCc3cnc4ccccn34)no2)c1	6	40	-9	30	-51	-6	0	3
COc1cccc(C(=O)Nc2cccc(-c3ccc(N4CCOCC4)nn3)c2)c1OC	24	-84	-3	-55	-93	-2	-7	2
Cc1ccc(F)cc1NC(=O)CSCc1nc2sc(C)c(C)c2c(=O)[nH]1	9	7	0	-11	18	3	5	11
CC(=O)NC(CCS(C)(=O)=O)C(=O)Nc1cc(Cl)ccc1Cl (stereo unspecified)	-6	7	1	0	-7	10	2	1
CC1(C)Oc2ccc3ccc(=O)oc3c2-c2cn[nH]c21	1	3	-9	-17	28	10	4	-6
O=C(Nc1ccccc1O)c1cc(S(=O)(=O)N2CCOCC2)c(Cl)cc1Cl	-4	8	-13	2	12	6	4	7
C=CCNc1nc(Cl)nc(Nc2ccc(OCC)cc2)n1	-51	0	5	-3	-12	12	3	13
O=C(COC(=O)/C=C/c1cccc([N+](=O)[O-])c1)NCc1ccco1	0	3	-5	3	11	-2	-4	-3
Cc1cc(OC(=O)c2ccc(S(=O)(=O)N3CCCCC3)cc2)c([N+](=O)[O-])c(=O)[nH]1	-9	1	-5	-6	-7	4	-3	6
CN(C)CCCNC(=O)c1ccccn1	-6	5	-10	12	7	5	2	13
O=C(CSc1nccn1-c1cccc(Cl)c1)NO	-1	-7	-20	4	17	4	-6	12
O=C(CCl)Nc1cccc2ncccc12	-5	35	1	0	28	5	1	2
O=C1c2cnc3nc(SCc4ccc(Cl)cc4)nn3c2CC2c3ccccc3CCN12 (stereo unspecified)	24	3	14	4	9	-4	3	21
Cc1nn(Cc2ccccc2)c(C)c1NC(=O)CSc1nc2c(c(C(F)(F)F)n1)CCc1ccccc1-2	19	1	6	-9	-2	-2	6	-12
C=C(C)CC(Nc1ccc(OC)cc1)c1ccco1 (stereo unspecified)	4	-12	-11	9	0	-3	-3	-7
COc1cc2c(cc1OC)C(c1ccccc1O)NCC2 (stereo unspecified)	-8	-2	-12	1	-9	-2	3	7
O=C(CSc1nnc(CCc2ccccc2)n1-c1ccc(Cl)cc1)NCc1ccccc1	24	6	18	9	-10	0	-3	17
COc1ccc(S(=O)(=O)Nc2cc3c4c(c2)CC(=O)N4CCC3)cc1	11	5	7	-2	19	-2	1	2
COc1cccc(NC(=O)COc2ccccc2C(N)=O)c1	9	-102	-10	0	-122	0	38	5
Nc1nc(-c2ccccn2)nc(N)c1Cc1ccc(Cl)cc1Cl	10	-16	-18	38	5	3	-2	38
CCOc1cc(-c2noc(CCCC(N)=O)n2)cc(Br)c1OC	-3	-2	0	6	1	10	2	10
O=C(NCCN1CCCCC1)c1ccc(=O)oc1	9	-22	-4	10	9	-5	10	0
Nc1nc(NCc2ccco2)nc(N2CCCCCC2)c1[N+](=O)[O-]	21	20	15	22	-87	-5	3	-10
COc1ccc(OC)c(CN2CCN(C(=O)CNC(=O)c3ccccc3F)CC2)c1	8	-9	-2	7	-7	-5	-7	9
O=C(Nc1ccc(Cl)c(Cl)c1)Nc1cc(C(=O)NC2CC2)ccc1Cl	33	-14	·	·	16	7	-2	·
Continuation.
SMILES	Apaf1 inhib	Jurkat NFkB inh	EBI2 antag	Gli-Sufu block	697 NFkB inh	UBC13 polyUb	SENP8 inh	CCR6 antagonist
CN(C(=O)c1ccc2nc(N)sc2c1)c1ccccc1	-9	10	-4	2	2	-4	1	10
CCCCn1nnc(NC(=O)C(c2ccccc2)c2ccccc2)n1	4	14	4	-16	-8	4	4	-4
C/C(=C\C=C\c1ccccc1)C(=O)c1c(C)cc(C)[nH]c1=O	7	-11	-11	-1	-1	-20	-11	13
CCCCN(C)C(=S)Nc1ccc2nc(N3CCN(CC)CC3)cc(C)c2c1	7	-49	0	5	-37	13	3	12
Cc1ccc(-c2nc(CSCC(=O)NCCN3CCN(Cc4ccccc4)CC3)c(C)o2)cc1	3	23	6	43	-9	-2	4	0
Nc1nc(N2CCN(Cc3ccccc3)CC2)n[nH]1	-6	10	-3	24	9	-3	2	-5
CCn1cc(/C=N/NS(=O)(=O)c2ccc(OC)cc2)c(C)n1	3	-13	-8	0	-24	-9	-3	4
Cc1nc2ccccn2c1C(=O)N/N=C/c1ccc(F)cc1	-15	-5	-4	-10	9	-3	9	-9
CC1CCN(C(=O)COC(=O)CCC(=O)c2ccc(F)cc2)CC1	-2	0	-12	0	-2	-11	-14	1
Cc1cccc(-n2c(N)cc(=O)nc2SCC(=O)NC2CCCCC2)c1	5	3	2	12	7	2	4	6
C/C(=N\NC(=O)c1n[nH]c2c1CCC2)c1ccco1	-12	-38	9	-75	-33	-1	55*	8
Cc1ccc(C(=O)NCC(=O)NCc2ccc(Cl)cc2)s1	-8	-6	-2	9	29	9	10	12
O=S(=O)(NCCSc1nc2ccccc2o1)c1ccccc1	11	-8	-2	-1	-7	-1	3	1
COc1ccc(C(=O)Nc2cc3c4c(c2)C(C)C(=O)N4CCC3)cc1OC (stereo unspecified)	0	12	-8	-1	33	-4	12	-5
NC(=O)c1ccc(-n2nnnc2SCC(=O)Nc2ccc(F)cc2)cc1	-2	-2	-5	0	14	4	4	4
CC(C)(C)c1ccc(-c2nnc(SCC(=O)NC3CCS(=O)(=O)C3)n2N)cc1 (stereo unspecified)	11	-10	-9	0	11	6	4	-22
Cc1ccc(SCc2cc(-c3ccc(Cl)cc3)on2)cc1	10	-8	-12	-2	1	-2	0	13
CCn1nc(C)c(NC(=O)c2ccc(Cl)cc2)c1C	7	11	6	-1	1	-1	1	-7
O=C(CCc1ccccc1)Nc1ccccc1	-7	-25	-6	-28	10	-4	-1	12
CCOC(=S)SCC(=O)Nc1nc(C)c(C)s1	-17	3	-14	2	21	15	2	30
COc1ccc(-c2c(-c3ccccc3OC)sc3ccccc23)cc1OC	7	-13	24	1	0	22	2	14
COc1cc(/C=C2\SC(=Nc3ccc(O)cc3)NC2=O)cc(OC)c1OC	-4	59*	·	-2	2	12	0	12
CN1CCN(S(=O)(=O)c2ccc(NC(=S)NC(=O)C3CC3)cc2)CC1	1	-3	-15	-4	-10	-4	-10	20
Cc1nn(Cc2ccc(Cl)cc2)c(C)c1NC(=O)CSc1nc2c(c(C(F)(F)F)n1)CCc1ccccc1-2	21	-2	15	11	-39	-13	4	-6
Cc1cccc(-n2c(SCc3ccc([N+](=O)[O-])cc3)nnc2-c2c[nH]c3ccccc23)c1	2	18	30	38	14	2	-12	9
Additional compounds:
SMILES	Apaf1 inhib	Jurkat NFkB inh	EBI2 antag	Gli-Sufu block	697 NFkB inh	UBC13 polyUb	SENP8 inh	CCR6 antagonist
CC(OC(=O)c1cccc(S(=O)(=O)Nc2cccc(C(F)(F)F)c2)c1)C(=O)Nc1ccc2c(c1)OCCO2 (stereo unspecified)	19	-8	5	0	-7	-10	-3	4
Cc1cc(Nc2nc3ccccc3nc2Cl)n(-c2ccccc2)n1	2	-1	7	7	12	2	6	4
COc1ccccc1C(=O)Nc1nc2nc(-c3ccccc3)cc(=O)n2[nH]1	20	-6	3	6	-2	-4	2	3
COC(=O)/C=C(\C)NC(=O)c1ccc(F)cc1	1	-23	-2	4	-56	-16	-9	1
COc1ccccc1NC(=O)Cc1ccsc1	-5	1	2	-8	-4	5	-3	9
COC(=O)[C@@]1(Cc2ccc(F)cc2)[C@H]2c3cc(C(=O)N4CCCC4)n(CCO)c3C[C@H]2CN1C(=O)c1ccccc1	0	16	·	12	4	4	-6	8
CC(NC(=O)c1cc(S(=O)(=O)N(C)C)ccc1N1CCCC1)C1CC2CCC1C2 (stereo unspecified)	-2	4	4	14	10	14	3	6

These rows are one share of the data, so the mix of outcomes need not match the whole.
